WRN helicase inh: WRN helicase (human) inhibition. Q14191. WRN helicase unwinding, fluorescent forked duplex, kinetic. Potency, µM (series often up to 114 µM), for the others: at the highest dose activity change, negative = inhibition, hits mostly inhibitors. 360,000 tested, 0.46% active; also: potency is read from the fitted curve at half-maximal effect; % is scaled to controls: 0 for no effect and ±100 for the full control effect; nearly all actives have a fitted effect of over 55% in size
Target sequence (Q14191 whole entry, looked up): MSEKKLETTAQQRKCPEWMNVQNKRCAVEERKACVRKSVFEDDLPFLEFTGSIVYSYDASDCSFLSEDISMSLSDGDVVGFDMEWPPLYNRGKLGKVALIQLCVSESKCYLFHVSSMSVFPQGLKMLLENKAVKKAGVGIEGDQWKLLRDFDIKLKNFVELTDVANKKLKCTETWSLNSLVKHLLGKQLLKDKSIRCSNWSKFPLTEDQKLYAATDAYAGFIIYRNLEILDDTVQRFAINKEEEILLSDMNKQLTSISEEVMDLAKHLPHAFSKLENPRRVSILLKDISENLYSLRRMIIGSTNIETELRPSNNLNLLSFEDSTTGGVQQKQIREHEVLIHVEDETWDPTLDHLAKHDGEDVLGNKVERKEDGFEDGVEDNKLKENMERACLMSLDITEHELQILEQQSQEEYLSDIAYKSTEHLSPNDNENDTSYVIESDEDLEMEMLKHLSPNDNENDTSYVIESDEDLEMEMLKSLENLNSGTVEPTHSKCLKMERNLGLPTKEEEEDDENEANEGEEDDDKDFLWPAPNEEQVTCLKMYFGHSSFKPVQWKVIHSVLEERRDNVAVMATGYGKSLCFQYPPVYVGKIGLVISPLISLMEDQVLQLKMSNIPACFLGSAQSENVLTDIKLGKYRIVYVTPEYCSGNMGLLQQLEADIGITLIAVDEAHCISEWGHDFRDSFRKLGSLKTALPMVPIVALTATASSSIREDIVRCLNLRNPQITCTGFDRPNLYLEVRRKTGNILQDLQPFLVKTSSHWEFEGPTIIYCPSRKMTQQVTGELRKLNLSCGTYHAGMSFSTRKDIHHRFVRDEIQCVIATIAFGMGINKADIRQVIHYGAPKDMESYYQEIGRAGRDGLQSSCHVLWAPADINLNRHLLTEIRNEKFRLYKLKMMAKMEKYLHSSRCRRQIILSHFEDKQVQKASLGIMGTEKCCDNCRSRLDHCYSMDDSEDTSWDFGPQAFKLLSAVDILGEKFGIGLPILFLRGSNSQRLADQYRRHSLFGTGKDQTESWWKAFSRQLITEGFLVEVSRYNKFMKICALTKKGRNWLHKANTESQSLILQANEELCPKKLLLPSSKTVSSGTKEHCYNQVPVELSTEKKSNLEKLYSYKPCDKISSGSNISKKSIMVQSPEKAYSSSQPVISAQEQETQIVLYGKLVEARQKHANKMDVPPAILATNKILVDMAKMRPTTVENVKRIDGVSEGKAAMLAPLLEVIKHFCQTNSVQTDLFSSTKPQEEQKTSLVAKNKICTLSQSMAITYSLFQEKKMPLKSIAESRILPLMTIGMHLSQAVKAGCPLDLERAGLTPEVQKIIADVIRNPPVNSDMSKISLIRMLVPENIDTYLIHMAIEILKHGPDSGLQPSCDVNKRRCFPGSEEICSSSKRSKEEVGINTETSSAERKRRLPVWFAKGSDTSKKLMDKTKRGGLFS
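WRN at 20 nM final was preincubated with compound for 15 min at room temperature; reaction started with 100 nM forked duplex oligonucleotide carrying fluorophore and quencher plus 2 mM ATP (final). Unwinding followed kinetically by red fluorescence (ex 525/em 598 nm).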
KB-V1 cytotox: KB-V1 MDR subline cytotoxicity; KB-V1 MDR cells viability, CellTiter-Glo, 72 h; Potency, µM (doses to about 46.1 µM), for inactives: top-dose activity change, negative = cytotoxicity, actives largely listed as cytotoxic; 400,000 tested, 3.4% active; AID 1347076; also: potency is read from the fitted curve at half-maximal effect; % is scaled to controls: 0 for no effect and ±100 for the full control effect; nearly all actives have a fitted effect of over 60% in size
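Cytotoxicity via CellTiter-Glo luminescence after 72 h compound exposure at 37 degrees C. Cells: drug-selected KB-V1 line, DMEM phenol-red free plus 10% FBS. Compounds tested at multiple concentrations; normalized data fitted to concentration-effect curves.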
ATXN2 expr inh: ATXN2 expression inhibition. HEK-293 ATXN2-luciferase reporter, luminescence, 24 h. Potency, µM (series often up to 57 µM), for inactives: at the highest dose activity change, negative = inhibition, most hits filed as inhibitors. 360,000 tested, 0.72% active. AID 1745845; also: potency is read from the fitted curve at half-maximal effect; % is scaled to controls: 0 for no effect and ±100 for the full control effect; nearly all actives have a fitted effect of over 55% in size
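qHTS (up to 57 uM final) was run with 24 h compound exposure of reporter cells at 37 °C. Each well was multiplexed: SteadyGlo luminescence measured ATXN2-luciferase expression after a fluorogenic Gly-Phe-AFC viability readout (25 uM final).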
KB-3-1 cytotox: KB-3-1 parental cell cytotoxicity. KB-3-1 viability, CellTiter-Glo ATP luminescence, 72 h. Potency, µM (doses to about 46.1 µM), without a hit: top-dose activity change, negative = cytotoxic, usual class: cytotoxic. 400,000 tested, 1.4% active. AID 1347075; also: potency is read from the fitted curve at half-maximal effect; % is scaled to controls: 0 for no effect and ±100 for the full control effect; nearly all actives have a fitted effect of over 60% in size
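Parental KB-3-1 adenocarcinoma cells in phenol-red-free DMEM with 10% FBS were pin-treated with compounds at several concentrations, incubated 72 h at 37 °C, and viability read by CellTiter-Glo luminescence; concentration-effect curves were fitted after normalization.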
HT1080 IDH1KD tx: toxicity to HT-1080 IDH1 knockdown cells (counter line); HT-1080 IDH1 knockdown viability, ATP luminescence, 48 h; 360,000 tested, 2% active; Potency, µM (top dose mostly 46.1 µM), inactives show at the top dose activity, negative = toxicity, actives largely listed as cytotoxic;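 also: potency is read from the fitted curve at half-maximal effect; 0% = DMSO wells and -100% = cell-free medium wells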
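Using the IDH1-knockdown HT-1080 line run in the same batch and compound series as the NT line, viability after 48 h at 37 °C was determined by CellTiter-Glo luminescence and expressed as % activity.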
SW480 rerep: DNA re-replication induction in SW480 cells | SW480 DNA re-replication, Hoechst DNA content imaging, 48 h | Potency, µM (series often up to 46.1 µM), for inactives: top-dose re-replication activation, actives largely listed as activators | 340,000 tested, 1.8% active | AID 624297; also: potency is read from the fitted curve at half-maximal effect; % of control where 0% means no effect; nearly all actives have a fitted effect of over 55% in size
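Cells (250 per well) received 23 nL compound or DMSO by pin tool and were kept 48 hr at 37 C, 5% CO2. Nuclei were then stained with Hoechst for 40 min and scanned for DNA content.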
MCF10A rerep: inducers of DNA re-replication in MCF 10A breast cells; MCF 10A DNA re-replication, Hoechst nuclear intensity, 48 h; Potency, µM (series often up to 46.1 µM), inactives show at the highest dose activity, positive = re-replication, actives largely listed as activators; 350,000 tested, 2.9% active; AID 624296; also: potency is read from the fitted curve at half-maximal effect; % of control where 0% means no effect; nearly all actives have a fitted effect of over 50% in size
HT1080-NT tox: kills 2HG-producing HT-1080-NT fibrosarcoma cells; HT-1080-NT fibrosarcoma viability, CellTiter-Glo ATP luminescence, 48 h; Potency, µM (series often up to 46.1 µM), for the others: top-dose activity, negative = less viability, usual class: cytotoxic; AID 686970; 360,000 tested, 1.6% active;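 also: NT is the 2HG producing partner of a matched IDH1 knockdown line; potency is read from the fitted curve at half-maximal effect; 0% = DMSO-treated cells and -100% = media-only wells without cells; nearly all actives have a fitted effect of over 55% in size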
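Viability of the 2HG-overproducing fibrosarcoma line after 48 hours of compound exposure at 37 degrees C was determined by luminescence with CellTiter-Glo, and concentration-effect curves were then fitted and categorized.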
IL1B secr inh: inhibitors of inflammasome signaling (IL-1 beta secretion); activity change, % at 57.5 µM; THP-1 LPS/ATP IL-1B secretion, AlphaLISA, 16 h; hits give low values; 360,000 tested, 4.7% active; in the data active = activity change below about -50%; inconclusive = mostly about -30% to -49%; also: % is scaled to controls: 0 for no effect and ±100 for the full control effect
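Secreted IL-1B measured by AlphaLISA bead assay after 16 h compound exposure of THP-1 cells; compounds (final up to 57.5 uM) added 1 h before LPS (250 ng/mL) and ATP (1.25 mM) stimulation; lower signal means less secretion.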
An asterisk follows results filed as active; u = inconclusive; x = no result given; & = joins results of further samples; [ ] = remark or other dose. Unless noted, calls follow the shape of the dose curve; as a rule, active = well fitted curve in the direction sought with a large enough effect; inconclusive = small, poorly fitted or top-dose-only effect, or another doubt; inactive = no such curve, though single readings can be large; an effect the other way counts as inactive or inconclusive. An excerpt (hit frequency here may not be typical).

mol | WRN helicase inh | KB-V1 cytotox | ATXN2 expr inh | KB-3-1 cytotox | HT1080 IDH1KD tx | SW480 rerep | MCF10A rerep | HT1080-NT tox | IL1B secr inh
c1cc2c(cc1-c1ccc3c(c1)OCO3)CNCc1cnnn1-2 | 4% | 0% | 15% | 0% | 11% | x | x | 21% | 0
CCc1cc2c(cc1-c1csc(C/C(N)=N/O)n1)C(C)(C)CCC2(C)C | -11% | -8% | x | 0% | u | x | x | u | -19
O=C(c1cccc2ccccc12)C1CCCN(C2CCC2)C1 (stereo unspecified) | -7%[57.1 µM] | -18% | -19% | -1% | -5% | 6% | 22% | -23% | 2
O=C(O)c1cc2ccccc2oc1=O | 6% | 6% | 40%[activator] | 7% | u | -8% | 8% | u | -3
COc1ccc(NC2=CC(=O)CC(c3ccccc3)C2)c(OC)c1 (stereo unspecified) | -12% | 2.6µM* | 26% | u | 2.5µM* | -2% | 24% | 3.5µM* | -11
C=C(C)C(Cc1c(OC)ccc(C(=O)/C=C/c2ccc(O)cc2)c1O)OO (stereo unspecified) | 10% | -20% | -32% | -11% | -6% | u | 61% | -3% | -70*
COc1ccc(C(C)=O)cc1CC(C(=O)c1ccc(F)cc1)N(C)C (stereo unspecified) | -12%[57.1 µM] | -24% | -6%[11.3 µM] | 11% | 7% | 6% | 2% | 0% | 22
Clc1ccc(C2N3CCCN23)c(Cl)c1 (stereo unspecified) | 0% | 12% | 4% | 14% | 13% | -5% | -17% | u | -1
COC(=O)CC1(Cc2ccccc2)C(=O)NC(=O)NC1=O | 8% | 17% | 4% | 8% | 1% | -1% | -2% | 4% | 8
CC1=C(/C=C/c2ccccc2)CCN(C)C1 | 4% | u | 19% | -26% | -15% | 0% | -2% | -19% | -16
c1ccc(C(OCCN2CCNCC2)c2ccccc2)cc1 | -4% | 18% | -10% | 4% | -2% | -2%[9.22 µM] | u | -3% | -13
O=c1c2ccccc2nc(N2CCCC2)n1-c1ccc(Cl)cc1 | 6% | 23µM* | -19% | u | -1% | 2% | u | -17% | 25
O=C(c1ccc(-c2ccccc2)cc1)C1CCCN(Cc2ccn[nH]2)C1 (stereo unspecified) | 7% | 0% | x | -8% | -10% | -1% | 3% | -4% | -25
COc1ccc(-c2cc(NC=O)c3ncc(-c4cc(OC)c(OC)c(OC)c4)n3c2)c(OC)c1 | u | u | u | 1.3µM* | u | x | x | u | 39
COc1ccc(C2C(C#N)=C(N)Oc3n[nH]c(C)c32)cc1Cn1cc([N+](=O)[O-])cn1 (stereo unspecified) | -13% | 8% | -5% | 14% | 18% | -3% | u | 2% | -21
COc1ccccc1N1C(=O)NC(=O)/C(=C\c2cnn(-c3ccccc3)c2)C1=O | u | -21% | -25% | -17% | u | u | u | u | -90*
CC(C)OC1CCCC(O)C1CC(=O)O (stereo unspecified) | -4% | 2% | x | 0% | 7% | -19% | -3% | -5% | 0
C=CCN1C(=O)/C(=C/c2cc(C)n(-c3ccccn3)c2C)C(=O)NC1=S | -20% | -23% | -10% | -11% | -3% | 1% | u | -3% | -5
CCCCCCC(=O)c1c(O)n(-c2ccc(OC)cc2)c(=O)[nH]c1=O (tested in a mixture with another compound) | 2% | 8.2µM* | x | -8% | -7% | 6% | 4% | -18% | 20
OC12ONC(c3ccccn3)C1N1CCC2CC1 (stereo unspecified) | -6% | 19% | 25% | 4% | -13% | 16µM* | 7.3µM* | 1% | -9
CCCOP(=O)(c1ccccc1)c1ccccc1 | 6% | -29% | -26% | 1% | u | u | u | u | 14
COC1=CC(=O)O[C@@H](/C=C/c2ccccc2)C1 | 3% | 2% | 10% | 0% | 17% | -54%[inhibitor] | -15% | 32% | -24
COc1ccccc1CCNC(=O)CCC(=O)N1CC2C[C@@H](C1)Cn1c2cccc1=O | 4% | 0% | 5% | 0% | -1% | -1% | -4% | 3% | -13
FC(F)(F)c1cccc(-n2nnnc2C2(N3CCOCC3)CCCCC2)c1 | -6% | u | 2% | -22% | 5%[9.24 µM] | -8% | 0% | 5% | 10
CCN(CC)c1ccc(N=Cc2c(O)n(-c3cc(OC)ccc3OC)c(=O)[nH]c2=O)cc1 | -12% | 10% | 14% | 10% | -1% | 1% | u | u | 28
O=c1cccc2n1CC1CC2CN(c2ncnc3c2cnn3-c2ccc(Cl)cc2)C1 (stereo unspecified) | 6%[57.1 µM] | -5% | 1% | 1% | -23% | -6% | 2% | -19% | -20
CCN1CCN(Cc2cc(OC)c(OC)cc2[N+](=O)[O-])CC1 | 9% | 10% | -1% | -1% | 9% | -2% | -19% | 2% | 20
Cc1ccc(OP(=O)(O)Oc2ccc(C)cc2)cc1 | u | u | 1% | 7% | -3% | -7% | -1% | 5% | 10
CC(=NNC(=S)N1CC2CCC(CC2)C1)c1nccs1 | 7% | u | -52% | u | u | u | u | -29% | -100*
O=C1C=C2C=C[C@H]3C[C@]2(O1)[C@@H]1CCCCN13 | -2% | u | 5% | u | 1% | 24% | u | -2% | -21
CCOc1ccc(NC(=O)c2c(C)nn(Cc3ccccc3)c2Cl)cc1 | 1% | -18% | -4% | -4% | -11% | -4% | u | -11% | 10
CCOP(=S)(OCC)c1ccc(N(C)C)cc1 | -17% | -5% | 7% | -3% | 0% | 2% | 0% | 0%[9.24 µM] | 0
Clc1ccc(N2CC2c2ccncc2)cc1 (stereo unspecified) | 12% | 16% | -29% | 8% | 0% | -8% | 1% | 3% | -14
O=S(=O)(c1ccccc1)N1CCN2CCCC2C1 (stereo unspecified) | -27% | 9% | 2% | -7% | 4% | -5% | 0% | 11% | -2
CN(C)C1=NC(N(C)C)=NP(N(C)C)(N(C)C)=N1 | 2% | 14% | 3% | 3% | 24% | -15% | -2% | 21% | -18
COc1ccc(C(CC(=O)N2CCC3(CC2)OCCO3)NS(=O)(=O)c2ccc(F)cc2)cc1 (stereo unspecified) | -1%[57.1 µM] | -13% | 5% | 8% | 16% | -2% | -19% | 12% | 16
CCn1c(O)c(C=Nc2ccc(S(N)(=O)=O)cc2)c(=O)n(CC)c1=S | -5% | 2% | -20% | 13% | -1% | 6% | u | -16% | -5
CS(=O)(=O)c1ccc(C2=C(CNC(=O)c3cccnc3)[C@H]3CC[C@@H](C2)N3Cc2ccccc2)cc1 | 2% | 4% | 2% | -1% | 0% | x | x | 1% | 8
COc1ccc(OC)c(C(c2c(O)c3ccccc3oc2=O)c2c(C)n(C)n(-c3ccccc3)c2=O)c1 (stereo unspecified) | -5% | -4%&-4% | 5% | 3%&2% | 8% | 0% | 4% | 1% | -2
C=C(C)Cn1c(=O)n(CC2CS2)c2ccccc21 (stereo unspecified) | 10% | 3% | -1% | 1% | 13% | -1% | -4% | 8% | 3
Cc1cc(OCC(=O)N2C[C@H]3C[C@@H](C2)c2cccc(=O)n2C3)c2c(C)cc(=O)oc2c1 | 8% | -3% | 3% | 2% | 8% | -1% | 12% | 0% | 11
Cc1ccc(C)c(N2CCN(S(=O)(=O)c3ccc4c(c3)oc(=O)n4C)CC2)c1 | -1% | 15µM* | -17% | -6% | 4% | u | 5% | 8% | 11
COC(=O)C1C(O)CC2CCC1N2C (stereo unspecified) | 2% | 8% | 0% | 0% | -5% | 26% | -3% | u | 6
